Screening results (PubChem)
PLAP inhibition – inhibition of human placental alkaline phosphatase – biochemical, luminescence, HTS (AID 690) | purified PLAP, luminescent substrate; higher % means a stronger effect | inhibition, % at 20 µM; hits with a dose series show IC50 in µM | 0.08% of 96,000 active; in the data active = a potency from the dose series; inactive = the rest, 99 in 100 with inhibition below about 30%; note: strong numbers were not always called active
MRP resist rev – MRP-mediated drug resistance reversal. H69AR cells + 2 uM doxorubicin, CellTiter-Glo, 72 h. differential viability (reversal), % at 10 µM. 0.04% of 85,000 active;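 active = viability drop by adding the cancer drug above about 55%, with treated viability meeting a 40% cutoff, limit read from the data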;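 note: viability without doxorubicin minus viability with 2 µM doxorubicin for each compound; larger differential means the compound sensitizes cells more to doxorubicin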
NFkB transloc pot – enhances IL-1B driven NFkB nuclear translocation | 0.3% of 94,000 active | AID 819 | HUVEC IL-1B NFkB p65 nuclear translocation imaging | activation, % at 2 µM;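 active = activation above 40%, about the mean plus 3 SD, also judged a hit on visual image review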;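 note: percent activation is computed from the nuclear over cytoplasmic p65 intensity ratio; values of inactives mirror those of a sister screen read the other way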
Bcl-B TR3 displacers – displacers of TR3 peptide from Bcl-B, primary screen, selectivity assay for Bfl-1 inhibitor project, biochemical, fluorescence polarization | FP displacement of FITC-TR3 peptide from Bcl-B; higher % means a stronger effect | displacement, % at 20 µM; hits with a dose series show IC50 in µM | 0.11% of 96,000 active | AID 748;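 active = displacement above 50% at 20 µM plus a fluorescence interference ratio under 1.5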;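 note: plate controls were wells without compound for no effect and wells lacking Bcl-B protein for full effect; a part of the inactive calls stands beside numbers as strong as those of hits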
NFkB transloc inh – blocks IL-1B driven NFkB nuclear translocation in HUVEC cells; HUVEC IL-1B NFkB p65 nuclear translocation imaging; inhibition, % at 2 µM; 0.43% of 94,000 active; AID 796;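 active = inhibition above about 30% together with a positive call from visual inspection of the well image, limit read from the data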;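 note: nuclear over cytoplasmic p65 intensity ratio measured by imaging; 0% = IL-1B stimulated DMSO wells and 100% = unstimulated DMSO wells; values of inactives mirror those of a sister screen read the other way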
MRP resist rev cytotoxicity – recorded beside MRP resist rev, whose call it bears; viability, %; H69AR cells, CellTiter-Glo, 72 h; measured here: cytotoxicity without doxorubicin
MRP resist rev with doxorubicin – second read-out of MRP resist rev, no call of its own (marks repeat the call); viability, %; measured here: viability with 2 uM doxorubicin; stronger effect = lower value
NFkB transloc inh cell count 2 µM – also measured in NFkB transloc inh; calls as there; cell count; measured here: cells passing quality filter;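 raw number of nuclei counted in each imaged well without normalization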
NFkB transloc pot cell count 2 µM – also measured in NFkB transloc pot; calls as there; cell count; measured here: cells passing quality filter
The depositor's hits bear a star; . = not tested or not shown. The list is partial (hit frequency here may not be typical).

SMILES	PLAP inhibition	MRP resist rev	MRP resist rev cytotoxicity	MRP resist rev with doxorubicin	NFkB transloc pot	NFkB transloc pot cell count 2 µM	Bcl-B TR3 displacers	NFkB transloc inh	NFkB transloc inh cell count 2 µM
CCOC(=O)c1c(-c2cccs2)csc1NC(=O)CN1CC(C)OC(C)C1 (configuration not stated)	-15%	-7	55	62	9	152	-2%	-9	152
CC(C)CNC(=O)NC(=O)COc1ccc(C=O)cc1	0%	.	.	.	16	183	-3%	-16	183
Cc1ccc(C)c(N2CCN(C(=O)CNS(=O)(=O)c3cccs3)CC2)c1	-74%	13	98	85	.	.	-48%	.	.
C/C=C/c1ccc(OCCSc2nc(C)cc(=O)[nH]2)c(OC)c1	-20%	5	91	87	.	.	-10%	.	.
CN(C)c1ccc(CNn2cnnc2SCc2ccc(F)cc2)cc1	10%	1	95	93	6	174	-3%	-6	174
Clc1cccc(N=C2NN=C(c3ccc4c(c3)OCCO4)CS2)c1	-39%	-1	1	2	-8	50	-34%	8	50
COc1cc(OC)cc(-c2nc3nc(C)c(CCC(=O)O)c(C)n3n2)c1	-37%	-1	71	72	4	129	10%	-4	129
CCCCN(C)CCCNC(=O)CS(=O)Cc1nc(-c2ccc(OC)c(OC)c2)oc1C (configuration not stated)	-44%	9	100	91	3	155	1%	-3	155
CCC(=O)Nc1ccc(S(=O)(=O)N2CCc3ccccc3C2)cc1	-28%	-29	102	131	0	143	-2%	0	143
FC(F)(F)c1nc2ccccc2n2c(-c3ccc(Cl)cc3Cl)nnc12	3%	.	.	.	7	151	-3%	-7	151
COc1cc(/C=C(\C#N)c2nc3ccccc3[nH]2)ccc1Oc1ccc([N+](=O)[O-])cn1	8%	.	.	.	7	104	-53%	-7	104
COc1ccc(N(CC(=O)Nc2cccc(SC)c2)S(C)(=O)=O)cc1	-49%	-10	67	77	.	.	-14%	.	.
O=C(O)COc1ccc2occ(C(=O)c3ccccc3)c2c1	4%	-4	85	89	-8	162	4%	8	162
Cc1ccc(-n2nc3c([n+]2[O-])CCc2c-3no[n+]2[O-])cc1	-4%	2	38	36	.	.	-5%	.	.
O=C(Cn1[nH]c(=O)c2ccccc2c1=O)Nc1ccc2c(c1)CCC2	-7%	-27	74	101	.	.	-1%	.	.
NC(=O)C1(NC(=O)[C@@H]2CC3(CC(c4cccc(NC(=O)[C@@H]5CCC(=O)N5)c4)=NO3)CN2C(=O)c2cnccn2)CC1 (some centres not stated)	-7%	.	.	.	1	113	-6%	-1	113
COCCn1c(C)cc(C(=O)CSc2nnc3ccccn23)c1C	10%	4	90	86	.	.	0%	.	.
COc1cc2[nH]c(=S)n(N(C(C)=O)C(C)=O)c(=O)c2cc1OC	20%	7	88	80	14	151	3%	-14	151
O=C(NCc1ccccc1F)C1CCCN1C(=O)NC1CCCCC1 (configuration not stated)	.	7	101	93	-1	152	.	1	152
CCn1nccc1C(=O)Nc1ccc(Cl)c(Cl)c1	.	9	77	68	16	106	.	-16	106
CCCNS(=O)(=O)c1ccc(CCC(=O)N2CCC(C)CC2)cc1	-24%	0	88	88	-1	195	5%	1	195
COc1ccc(OC)c(N2Cc3ccccc3C2)c1	.	11	100	89	-4	127	.	4	127
COc1ccccc1CNC(=O)C1CCCN1S(=O)(=O)c1cccc2cccnc12 (configuration not stated)	-42%	-6	84	91	16	206	-8%	-16	206
COc1ccc(NC(=O)c2cc(S(=O)(=O)N3CCCCC3)ccc2N2CCCCC2)cn1	-63%	5	82	77	.	.	15%	.	.

2 entries from above in a different format:
SMILES | PLAP inhibition | MRP resist rev | MRP resist rev cytotoxicity | MRP resist rev with doxorubicin | NFkB transloc pot | NFkB transloc pot cell count 2 µM | Bcl-B TR3 displacers | NFkB transloc inh | NFkB transloc inh cell count 2 µM
O=C(Cn1[nH]c(=O)c2ccccc2c1=O)Nc1ccc2c(c1)CCC2 | -7% | -27 | 74 | 101 | . | . | -1% | . | .
CCOC(=O)c1c(-c2cccs2)csc1NC(=O)CN1CC(C)OC(C)C1 (configuration not stated) | -15% | -7 | 55 | 62 | 9 | 152 | -2% | -9 | 152

(listing goes on)
SMILES	PLAP inhibition	MRP resist rev	MRP resist rev cytotoxicity	MRP resist rev with doxorubicin	NFkB transloc pot	NFkB transloc pot cell count 2 µM	Bcl-B TR3 displacers	NFkB transloc inh	NFkB transloc inh cell count 2 µM
CCCCNC(=S)NC(=O)c1ccc([N+](=O)[O-])cc1	-1%	.	.	.	4	130	8%	-4	130
Clc1ccc2c(Cl)c(-c3nnc(-c4ccccc4)o3)sc2c1	.	-2	100	102	1	119	.	-1	119
COc1ccc(CN2C(=O)CCC2(C)C(=O)NC2CCCCCC2)cc1 (configuration not stated)	-7%	10	102	91	4	87	-4%	-4	87
CCC(c1nnnn1Cc1cccs1)N1CCN(C2CCCC2)CC1 (configuration not stated)	0%	-12	94	106	2	215	-13%	-2	215
CCCCC(=O)Nc1ccc2c(c1)C(=O)NC2=O	14%	10	114	105	-1	48	-9%	1	48
Cc1ccccc1NC(=O)/C(=C\c1cccs1)NC(=O)c1ccco1	10%	.	.	.	14	130	-3%	-14	130
CCOC(=O)C(/C=C(\C#N)C(=O)OCC)=C(/N)N1CCN(c2ccccc2)CC1	-56%	1	87	86	0	76	2%	0	76
COc1ccccc1COCC(O)CNCC1(N2CCCCC2)CCCCC1 (configuration not stated)	2%	.	.	.	1	95	-6%	0	95
Cc1ccc(F)cc1NC(=O)c1ccc2c(c1)OCO2	24%	-9	94	103	-3	134	17%	2	134
COC(=O)c1ccccc1NC(=O)Cn1cc2c(n1)CCC(C)C2 (configuration not stated)	8%	6	85	78	.	.	8%	.	.
CCOc1ccc(C(C)(O)CN2CCOCC2)cc1 (configuration not stated)	9%	0	105	104	8	200	0%	-8	200
CCCC(=O)Nc1nnc(SCC(=O)NCc2cccs2)s1	-17%	-3	93	96	12	160	1%	-12	160
O=C(CC1Sc2ccccc2NC1=O)OCC(=O)N1CCc2ccccc21 (configuration not stated)	-1%	-8	93	100	22	179	0%	-22	179
COc1ccc2ccccc2c1C1CC(=O)N2CN(C)CSC2=C1C#N (configuration not stated)	-12%	34	94	60	3	82	0%	-3	82
Cc1cccc2c1CC(C)(C)N=C2C1=C(O)CCCC1=O	-10%	3	95	92	20	158	10%	-20	158
O=C(COC(=O)CN1C(=O)c2ccccc2C1=O)Nc1ccc(S(=O)(=O)N2CCCC2)cc1	18%	.	.	.	11	131	-3%	-12	131
COc1ccc(NS(=O)(=O)c2cc([N+](=O)[O-])ccc2N/N=C\c2c(C)[nH]c3ccccc23)cc1	1%	.	.	.	2	162	-31%	-2	162
O=C(O)C1CCC(N2C(=O)C3CCCCC3C2=O)CC1 (configuration not stated)	10%	-5	89	94	11	187	3%	-11	187
COc1ccc(-c2cc(=O)n(-c3nc4ccccc4[nH]3)[nH]2)cc1	-72%	-15	40	55	4	121	-6%	-4	121
CC(NC(=O)c1ccc2c(c1)OCO2)C(c1cccs1)N1CCOCC1 (configuration not stated)	5%	7	95	88	20	184	-2%	-20	184
Cc1ccc(NC(=O)COC(=O)c2ccc3c(c2)NC(=O)C2CCCN32)cc1C (configuration not stated)	-58%	22	106	84	-4	132	-92%	4	132
CC1CCN(S(=O)(=O)c2cccc(C(=O)N(C)C3CCS(=O)(=O)C3)c2)CC1 (configuration not stated)	-18%	14	98	84	-2	168	-4%	2	168
N=c1sccn1CC(=O)NCCc1ccc(Cl)cc1	-3%	2	92	89	12	116	0%	-12	116
CCCCn1c(CCC(=O)O)nc2c1c(=O)[nH]c(=O)n2CCC	2%	.	.	.	9	193	-5%	-9	193
COC(=O)c1cc(NC2c3ncccc3C(=O)N2Cc2ccccc2)cc(C(=O)OC)c1 (configuration not stated)	3%	3	89	87	10	82	-6%	-10	82
O=C(/C=C/c1cccc([N+](=O)[O-])c1)NCCSc1ccccc1	12%	.	.	.	-6	123	-7%	6	123
CCOc1ccc(NC(=O)N2CCC(C(=O)c3ccc(F)cc3)CC2)cc1	-9%	6	89	83	10	175	2%	-10	175
O=C(COC(=O)c1cc(S(=O)(=O)N2CCCCC2)ccc1N1CCOCC1)NC1CCCCC1	-45%	17	90	73	-14	192	3%	14	192
CSc1nc2c(c(=O)n1-c1ccc(F)cc1)SCC2	.	.	.	.	-9	79	.	9	79
O=C(NCCc1ccccc1)C(c1cccs1)N(C(=O)c1csnn1)C1CC1 (configuration not stated)	11%	1	88	87	-2	147	6%	2	147
CCCCC(O)(CCN1CCOCC1)c1ccc(Cl)cc1 (configuration not stated)	-48%	29	97	69	3	129	-5%	-3	129
CCC1Oc2ccccc2N(CC(=O)NCCCN2CCCCC2CC)C1=O (configuration not stated)	10%	14	98	84	.	.	-8%	.	.
COCCn1c(C)cc(C2=NNC(=Nc3ccc(Cl)cc3Cl)SC2)c1C	-11%	19	103	83	-4	129	-26%	4	129
CCOC(=O)c1c(N)sc(C(=O)N2CCCCCC2)c1C	-22%	8	99	91	3	213	-2%	-3	213
CN(C1CCS(=O)(=O)C1)S(=O)C12CC3CC(CC(C3)C1)C2 (configuration not stated)	.	-11	80	91	15	140	.	-15	140
Cc1ccc(S(=O)(=O)N2C(=O)CCC2C(=O)Nc2ccc3c(c2)OCCO3)cc1 (configuration not stated)	23%	-10	88	98	2	150	-7%	-2	150
CCSC1=N/C(=C\c2ccc3c(c2)OCO3)C(=O)S1	.	.	.	.	11	81	.	-10	81

15 structures from above, sorted by SMILES length, falling.
SMILES	PLAP inhibition	MRP resist rev	MRP resist rev cytotoxicity	MRP resist rev with doxorubicin	NFkB transloc pot	NFkB transloc pot cell count 2 µM	Bcl-B TR3 displacers	NFkB transloc inh	NFkB transloc inh cell count 2 µM
O=C(COC(=O)c1cc(S(=O)(=O)N2CCCCC2)ccc1N1CCOCC1)NC1CCCCC1	-45%	17	90	73	-14	192	3%	14	192
CC1CCN(S(=O)(=O)c2cccc(C(=O)N(C)C3CCS(=O)(=O)C3)c2)CC1 (configuration not stated)	-18%	14	98	84	-2	168	-4%	2	168
COC(=O)c1cc(NC2c3ncccc3C(=O)N2Cc2ccccc2)cc(C(=O)OC)c1 (configuration not stated)	3%	3	89	87	10	82	-6%	-10	82
Cc1ccc(NC(=O)COC(=O)c2ccc3c(c2)NC(=O)C2CCCN32)cc1C (configuration not stated)	-58%	22	106	84	-4	132	-92%	4	132
O=C(NCCc1ccccc1)C(c1cccs1)N(C(=O)c1csnn1)C1CC1 (configuration not stated)	11%	1	88	87	-2	147	6%	2	147
CCOc1ccc(NC(=O)N2CCC(C(=O)c3ccc(F)cc3)CC2)cc1	-9%	6	89	83	10	175	2%	-10	175
O=C(/C=C/c1cccc([N+](=O)[O-])c1)NCCSc1ccccc1	12%	.	.	.	-6	123	-7%	6	123
CC(NC(=O)c1ccc2c(c1)OCO2)C(c1cccs1)N1CCOCC1 (configuration not stated)	5%	7	95	88	20	184	-2%	-20	184
CCCCn1c(CCC(=O)O)nc2c1c(=O)[nH]c(=O)n2CCC	2%	.	.	.	9	193	-5%	-9	193
CCC1Oc2ccccc2N(CC(=O)NCCCN2CCCCC2CC)C1=O (configuration not stated)	10%	14	98	84	.	.	-8%	.	.
CCSC1=N/C(=C\c2ccc3c(c2)OCO3)C(=O)S1	.	.	.	.	11	81	.	-10	81
CCOC(=O)c1c(N)sc(C(=O)N2CCCCCC2)c1C	-22%	8	99	91	3	213	-2%	-3	213
CSc1nc2c(c(=O)n1-c1ccc(F)cc1)SCC2	.	.	.	.	-9	79	.	9	79
CCCCC(O)(CCN1CCOCC1)c1ccc(Cl)cc1 (configuration not stated)	-48%	29	97	69	3	129	-5%	-3	129
N=c1sccn1CC(=O)NCCc1ccc(Cl)cc1	-3%	2	92	89	12	116	0%	-12	116
